MsrA inhibitor: bovine MsrA enzyme inhibitors, primary screen, biochemical, absorbance, HTS | Methionine sulfoxide reductase A (Bos taurus) | purified bovine MsrA, absorbance read-out | inhibition, % at 15.5 µM | hit rate 0.75% among 360,000; in the data active = inhibition above about 4.5%;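 also: 0% = vehicle wells with enzyme and 100% = reference inhibitor wells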
Rin1-Abl PPI inh: inhibitors of Rin1-Abl protein binding, primary screen, biochemical, TR-FRET | Tyrosine-protein kinase ABL1 (Homo sapiens) + Ras and Rab interactor 1 (Homo sapiens), … | inhibition, % at 7.35 µM | hit rate 0.4% among 360,000; in the data active = inhibition above about 5%, passing the limit was not always enough
FAS TE block: FAS thioesterase domain inhibitors, primary screen, biochemical, fluorescence intensity, uHTS. inhibition, % at 15 µM. hit rate 0.67% among 360,000. Fatty acid synthase (Homo sapiens), P49327. recombinant FAS-TE, OMFH fluorogenic substrate, fluorescence endpoint;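 active = compounds whose normalised, plate-corrected inhibition of enzyme fluorescence in the single-dose primary screen is 50% or more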;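 also: 0% = DMSO with enzyme and 100% = substrate without enzyme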
E coli Lon inh: inhibitors of E. coli Lon protease, primary screen, biochemical, fluorescence polarization; P0A9M0; purified E. coli Lon protease; hit rate 0.42% among 360,000; inhibition, % at 7.94 µM; in the data active = inhibition above about 13%, passing the limit was not always enough;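 also: 0% = enzyme with probe and DMSO and 100% = no enzyme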
MT1-MMP act inh: blockers of MT1-MMP proenzyme processing, primary screen, HT1080 RFP-PRO-GFP cells, GFP/RFP fluorescence. Matrix metalloproteinase-14 (Homo sapiens), P50281. GFP/RFP ratio fluorescence, overnight; percent of plate control window, DMSO zero. GFP/RFP ratio change, % at 20 µM. hit rate 0.061% among 360,000. AID 651647, 2012;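 active = GFP/RFP ratio change of at least 30% with cell ATP level not reduced by more than half and red fluorescence within 50% of control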; also: strong numbers were not always called active
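Test system: HT1080 cells expressing an RFP-PRO-GFP fluorescent reporter construct / Compound dosing: single-point 20 µM compound, 1% DMSO / Schedule: cells overnight before dosing, compound overnight, 37 °C, 5% CO2 / Evaluation: GFP/RFP fluorescence ratio / Control set: DMSO and RFP-L50D-GFP cell wells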
MsrA act: bovine MsrA enzyme activators, primary screen, biochemical, absorbance, HTS; purified bovine MsrA, absorbance read-out; Methionine sulfoxide reductase A (Bos taurus); AID 602163, 2012; hit rate 0.3% among 360,000; activation, % at 10.6 µM; in the data active = activation above about 7.5%;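 also: 0% = vehicle and 100% = reference activator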
Rpn11 block: Rpn11 (PSMD14) deubiquitinase inhibitors, primary screen, biochemical, fluorescence polarization, uHTS | hit rate 0.59% among 360,000 | 26S proteasome non-ATPase regulatory subunit 14 (Homo sapiens), O00487 | human 26S proteasome, Ub4-pepOG fluorescence polarization; 20S core pre-blocked with epoxomicin | calls only at 20 µM;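 active = inhibition at 20 µM, scaled to each plate's controls, above about 33%, limit read from the data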
CSN inh: inhibitors of CSN-mediated cullin deneddylation, primary screen, biochemical, fluorescence polarization, uHTS | hit rate 0.38% among 360,000 | inhibition, % at 12.5 µM | Purified CSN, SCF-Nedd8-OG deneddylation | AID 651999, 2013;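 active = pattern-corrected inhibition above about 35%, with an unprinted fluorescence ratio check between 0.5 and 1.5, limit read from the data, passing the limit was not always enough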;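 also: 0% = enzyme with substrate and 100% = substrate without enzyme; some results filed as inactive read as strong as hits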
Target sequence (Q92905 whole entry, looked up, one chain of several): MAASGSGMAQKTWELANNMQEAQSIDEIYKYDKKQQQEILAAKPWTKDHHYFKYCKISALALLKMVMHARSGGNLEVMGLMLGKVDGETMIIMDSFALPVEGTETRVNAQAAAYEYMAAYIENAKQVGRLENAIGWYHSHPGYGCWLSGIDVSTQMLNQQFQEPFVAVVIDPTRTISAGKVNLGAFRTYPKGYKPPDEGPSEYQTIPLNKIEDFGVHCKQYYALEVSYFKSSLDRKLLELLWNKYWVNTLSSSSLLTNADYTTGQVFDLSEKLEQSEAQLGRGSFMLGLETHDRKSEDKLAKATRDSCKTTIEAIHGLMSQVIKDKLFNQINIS
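Assay system: Purified human Csn5 enzyme expressed in HEK293T cells | Amount: Enzyme 0.24 nM | Measured by: Fluorescence polarization readout | Medium: Tris/NaCl/DTT buffer, pH 7.5 | Compound dosing: One concentration, 12.5 µM, 0.25% DMSO | Times: 90 min incubation of compound, enzyme and substrate at room temperature | Control set: no-enzyme wells high, enzyme-with-substrate wells low | Read-out: % inhibition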
PABP1 MLLE inh: inhibitors of PABP1 MLLE–PAM2 peptide binding, primary screen, biochemical, fluorescence polarization, FITC-PAM2, GST-MLLE. Polyadenylate-binding protein 1 (Homo sapiens), P11940. inhibition, % at 20 µM. hit rate 0.36% among 360,000; in the data active = inhibition above about 35%, passing the limit was not always enough;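 also: plate controls were DMSO wells with GST-MLLE for no effect and wells lacking GST-MLLE protein for full effect; some results filed as inactive read as strong as hits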
Target sequence (P11940 whole entry, looked up): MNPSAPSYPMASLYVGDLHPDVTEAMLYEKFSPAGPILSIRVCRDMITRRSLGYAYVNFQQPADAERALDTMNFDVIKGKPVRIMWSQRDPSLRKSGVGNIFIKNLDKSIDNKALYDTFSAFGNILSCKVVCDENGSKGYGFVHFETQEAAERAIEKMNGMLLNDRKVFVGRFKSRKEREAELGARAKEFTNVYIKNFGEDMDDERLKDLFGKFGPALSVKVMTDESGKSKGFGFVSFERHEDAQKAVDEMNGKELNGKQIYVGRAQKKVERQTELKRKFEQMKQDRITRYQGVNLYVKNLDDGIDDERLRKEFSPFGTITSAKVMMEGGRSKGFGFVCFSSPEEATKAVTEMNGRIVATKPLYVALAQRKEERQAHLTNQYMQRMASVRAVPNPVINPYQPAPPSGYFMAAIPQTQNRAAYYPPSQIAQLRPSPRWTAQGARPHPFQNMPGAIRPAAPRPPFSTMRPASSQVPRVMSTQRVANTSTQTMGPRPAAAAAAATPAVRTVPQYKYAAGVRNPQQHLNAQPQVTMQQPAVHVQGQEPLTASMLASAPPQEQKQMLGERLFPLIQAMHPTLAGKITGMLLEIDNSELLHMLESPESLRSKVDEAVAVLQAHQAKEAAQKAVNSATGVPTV
An asterisk follows results filed as active.

Screening CCOC(=O)c1c(-c2ccc(F)cc2)csc1NC(=O)C1CCCO1 (stereo not given) returned MsrA inhibitor -0.2, Rin1-Abl PPI inh 1.4, FAS TE block 26.0, E coli Lon inh 2.7, MT1-MMP act inh 0.5, MsrA act 1.5, Rpn11 block inactive, CSN inh -1.6 and PABP1 MLLE inh 22.7.
O=C(CCNc1n[nH]c(=O)[nH]c1=O)N/N=C/c1ccccc1Br was read as MsrA inhibitor -0.6, Rin1-Abl PPI inh -3.4, FAS TE block -6.4, E coli Lon inh -5.8, MT1-MMP act inh -0.4, MsrA act -4.1, Rpn11 block inactive, CSN inh -10.7 and PABP1 MLLE inh -13.8.
For CCc1ccc(NC(=O)CSc2nc3ccccc3c(=O)n2CCN2CCOCC2)cc1 the results were MsrA inhibitor 0.5, Rin1-Abl PPI inh 1.9, FAS TE block 0.6, E coli Lon inh -1.9, MT1-MMP act inh 4.1, MsrA act -3.2, Rpn11 block inactive, CSN inh -1.2 and PABP1 MLLE inh 10.1.
CCN(CC)S(=O)(=O)c1ccc(NC(=O)c2ccc(NS(C)(=O)=O)cc2)cc1 was read as MsrA inhibitor 2.1, Rin1-Abl PPI inh 0.2, FAS TE block -3.3, E coli Lon inh -6.6, MT1-MMP act inh 4.5, MsrA act -2.9, Rpn11 block inactive, CSN inh 1.0 and PABP1 MLLE inh 2.6.
`C=CCN(c1ccc(Cl)cc1)S(=O)(=O)c1cccc(C(=O)O)c1` gave MsrA inhibitor 0.5, Rin1-Abl PPI inh 4.5, FAS TE block -6.5, E coli Lon inh -6.3, MsrA act -15.8, Rpn11 block inactive, CSN inh -0.7 and PABP1 MLLE inh -4.8.
For CC(C)(C)n1nnnc1C(c1cccnc1)N1CCN(c2ccccc2F)CC1 (stereo not given) the results were MsrA inhibitor 0.6, Rin1-Abl PPI inh 6.9, FAS TE block -4.5, E coli Lon inh -3.5, MT1-MMP act inh 1.5, MsrA act -1.5, Rpn11 block inactive, CSN inh -1.4 and PABP1 MLLE inh 7.0.
Screening CC(=O)c1ccc(NC(=O)c2cn(C)c(=O)c3ccccc23)cc1 returned MsrA inhibitor 1.1, Rin1-Abl PPI inh -1.9, FAS TE block -2.9, E coli Lon inh -19.7, MT1-MMP act inh 7.4, MsrA act -2.7, Rpn11 block inactive, CSN inh 0.8 and PABP1 MLLE inh -2.2.
For Cc1cccc2nc(CSc3nc4ccc([N+](=O)[O-])cc4[nH]3)cn12 the results were MsrA inhibitor 0.5, Rin1-Abl PPI inh -3.3, FAS TE block 25.8, E coli Lon inh 1.1, MT1-MMP act inh 4.8, MsrA act -7.0, Rpn11 block inactive, CSN inh 7.2 and PABP1 MLLE inh -110.8.
For O=C(O)CC1(CC(=O)Nc2cc(F)ccc2Cl)CCCCC1 the results were MsrA inhibitor 0.3, Rin1-Abl PPI inh -2.6, FAS TE block -8.6, E coli Lon inh 3.2, MT1-MMP act inh 1.2, MsrA act -0.7, Rpn11 block inactive, CSN inh 1.8 and PABP1 MLLE inh 11.5.
O=C(N/N=C/c1ccco1)c1ccccc1OCc1ccc(Br)cc1 was read as MsrA inhibitor 1.2, Rin1-Abl PPI inh -1.0, FAS TE block 15.3, E coli Lon inh -0.2, MT1-MMP act inh -3.3, MsrA act -8.7, Rpn11 block inactive, CSN inh -0.2 and PABP1 MLLE inh 0.7.
`O=C(Nc1ccccc1Cl)c1ccc(-c2ccccn2)s1` gave MsrA inhibitor 1.8, Rin1-Abl PPI inh -1.8, FAS TE block 5.0, E coli Lon inh -10.6, MT1-MMP act inh 1.2, MsrA act -3.2, Rpn11 block inactive, CSN inh -2.5 and PABP1 MLLE inh -4.7.
Screening CCCCNC(=O)Cc1c(OC)ccc2cc(Br)ccc12 returned MsrA inhibitor -0.4, Rin1-Abl PPI inh -8.1, FAS TE block -0.6, E coli Lon inh -0.9, MT1-MMP act inh -5.6, MsrA act -2.2, Rpn11 block inactive, CSN inh -4.7 and PABP1 MLLE inh 3.5.
For CC(C)(O)c1cn(-c2nonc2N)nn1 the results were MsrA inhibitor -1.0, Rin1-Abl PPI inh 3.0, FAS TE block -7.6, E coli Lon inh -2.3, MT1-MMP act inh -0.5, MsrA act -3.1, Rpn11 block inactive, CSN inh 1.6 and PABP1 MLLE inh -6.3.
Oc1c(C(c2cccs2)N2CCN(c3ccccc3)CC2)sc2ncnn12 (stereo not given) was read as MsrA inhibitor 2.6, Rin1-Abl PPI inh -2.2, FAS TE block -54.7, E coli Lon inh -6.4, MT1-MMP act inh -0.5, MsrA act -3.0, Rpn11 block inactive, CSN inh -0.9 and PABP1 MLLE inh 4.8.
`O=C(CO/N=C/c1ccccc1)Nc1c(F)c(F)c(F)c(F)c1F` gave MsrA inhibitor 0.1, Rin1-Abl PPI inh -1.6, FAS TE block 38.4, E coli Lon inh -2.1, MT1-MMP act inh 1.3, MsrA act -7.0, Rpn11 block inactive, CSN inh 3.9 and PABP1 MLLE inh -8.0.
`Cc1cccc(CS(=O)(=O)Cc2ccc(C(=O)NCCc3ccccc3)o2)c1` gave MsrA inhibitor -0.1, Rin1-Abl PPI inh -2.1, FAS TE block 2.9, E coli Lon inh -7.7, MT1-MMP act inh 3.5, MsrA act -6.4, Rpn11 block inactive, CSN inh 1.6 and PABP1 MLLE inh 3.7.
For COc1ccc(C2=NN(c3nc(-c4ccc(CNC(C)=O)cc4)cs3)C(c3ccco3)C2)cc1 (stereo not given) the results were MsrA inhibitor 1.1, Rin1-Abl PPI inh 1.4, FAS TE block 1.4, E coli Lon inh -51.4, MT1-MMP act inh -4.3, MsrA act -2.8, Rpn11 block inactive, CSN inh 21.3 and PABP1 MLLE inh -61.4.
`Cc1nnc(SCCC(=O)Nc2ccc(F)cc2)s1` gave MsrA inhibitor 0.6, Rin1-Abl PPI inh 0.6, FAS TE block -8.2, E coli Lon inh 2.5, MT1-MMP act inh 0.3, MsrA act -4.6, Rpn11 block inactive, CSN inh 2.7 and PABP1 MLLE inh -8.6.
`CC(=O)Nc1ccc(NC(=O)CSc2nnnn2-c2ccc3c(c2)OCCO3)cc1` gave MsrA inhibitor -0.7, Rin1-Abl PPI inh 1.3, FAS TE block -8.0, E coli Lon inh -4.7, MT1-MMP act inh 3.5, MsrA act -3.3, Rpn11 block inactive, CSN inh 4.2 and PABP1 MLLE inh -3.7.
Screening Cn1cc(CN2CCN(Cc3ccccc3)CC2)c(-c2cccc(Cl)c2)n1 returned MsrA inhibitor 1.9, Rin1-Abl PPI inh -0.5, FAS TE block 5.1, E coli Lon inh 3.0, MT1-MMP act inh 1.3, MsrA act -3.8, Rpn11 block inactive, CSN inh -1.5 and PABP1 MLLE inh -0.4.
`Cc1ccc(CN2CCSc3ccc(C(=O)NCCCN4CCN(C)CC4)cc32)cc1` gave MsrA inhibitor -0.3, Rin1-Abl PPI inh -8.6, FAS TE block -3.5, E coli Lon inh 2.5, MT1-MMP act inh -0.6, MsrA act -0.8, Rpn11 block inactive, CSN inh -0.1 and PABP1 MLLE inh 2.6.
For O=C(O)CC(C(=O)N(c1ccccc1)c1ccccc1)N1CCOCC1 (stereo not given) the results were MsrA inhibitor 0.6, Rin1-Abl PPI inh -2.7, FAS TE block -9.0, E coli Lon inh 2.4, MT1-MMP act inh -2.7, MsrA act -7.5, Rpn11 block inactive, CSN inh 0.7 and PABP1 MLLE inh 6.0.
`O=C(Nc1cccc(Cl)c1)c1nc[nH]c1C(=O)N1CCN(c2ccccc2)CC1` gave MsrA inhibitor 0.7, Rin1-Abl PPI inh 1.5, FAS TE block -5.1, E coli Lon inh 7.0, MT1-MMP act inh 5.1, MsrA act -3.8, Rpn11 block inactive, CSN inh -2.3 and PABP1 MLLE inh -15.2.
Cc1nc(-c2ccc(S(=O)(=O)Nc3cccc(Cl)c3)cc2)co1 was read as MsrA inhibitor -1.3, Rin1-Abl PPI inh -0.3, FAS TE block 3.2, E coli Lon inh -14.3, MT1-MMP act inh -3.6, MsrA act -2.8, Rpn11 block inactive, CSN inh 4.9 and PABP1 MLLE inh 4.7.
For O=C(Nc1c(C(=O)O)[nH]c2ccc(F)cc12)c1cccc(C(F)(F)F)c1 the results were MsrA inhibitor 0.1, Rin1-Abl PPI inh 3.0, FAS TE block 29.7, E coli Lon inh 6.0, MT1-MMP act inh 0.3, MsrA act -14.4, Rpn11 block inactive, CSN inh 0.2 and PABP1 MLLE inh -20.6.
`Cc1cccc(OCc2nnc(SCC(=O)N3CC(=O)Nc4ccccc43)o2)c1` gave MsrA inhibitor 1.4, Rin1-Abl PPI inh -0.4, FAS TE block 29.0, E coli Lon inh 8.2, MT1-MMP act inh -0.7, MsrA act -0.8, Rpn11 block inactive, CSN inh -3.4 and PABP1 MLLE inh -29.1.
Screening Cc1cccc(C)c1-n1c(C)cc(/C=N/NC(=O)CSc2ncccn2)c1C returned MsrA inhibitor -0.2, Rin1-Abl PPI inh -1.7, FAS TE block 0.9, E coli Lon inh -3.9, MT1-MMP act inh 1.9, MsrA act -4.3, Rpn11 block inactive, CSN inh 1.1 and PABP1 MLLE inh -5.5.
For O=C(NNC(=O)c1cccs1)c1ccccc1 the results were MsrA inhibitor -0.1, Rin1-Abl PPI inh 3.8, FAS TE block -4.5, E coli Lon inh 5.6, MT1-MMP act inh 1.8, MsrA act -3.4, Rpn11 block inactive, CSN inh -8.9 and PABP1 MLLE inh -3.2.
For O=C(NCCC1CCCCN1S(=O)(=O)c1cccs1)C(=O)Nc1ccccc1F (stereo not given) the results were MsrA inhibitor -0.9, Rin1-Abl PPI inh 2.4, FAS TE block 20.8, E coli Lon inh -7.5, MT1-MMP act inh -1.5, MsrA act -3.9, Rpn11 block inactive, CSN inh 3.8 and PABP1 MLLE inh 2.7.
`COc1ccc(C(CC(=O)NCc2ccco2)c2ccc(F)cc2)cc1` (stereo not given) gave MsrA inhibitor 1.3, Rin1-Abl PPI inh 2.0, FAS TE block 2.8, E coli Lon inh 4.6, MT1-MMP act inh 4.7, MsrA act 1.0, Rpn11 block inactive, CSN inh 0.9 and PABP1 MLLE inh -7.8.
`COc1ccc(C(=O)Nc2cccc(-c3ccc(N4CCOCC4)nn3)c2)cc1` gave MsrA inhibitor 1.6, Rin1-Abl PPI inh -0.6, FAS TE block -0.9, E coli Lon inh -3.6, MT1-MMP act inh 3.7, MsrA act 0.9, Rpn11 block inactive, CSN inh -1.4 and PABP1 MLLE inh 12.9.

Source: PubChem (several laboratories)
